ROMK mod = human ROMK K+ channel modulation, primary screen | P48048 | Tet-inducible ROMK, thallium flux fluorescence; actives lie on both sides | B-score at 10 µM | 2% of 130,000 active;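 active = signal ratio slope over the read window, or its plate-corrected B-score, at least 3 SD from the plate mean, either direction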;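 note: B-score of the F/F0 ratio slope over 7 to 12 s after thallium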
TR-FRET SRC-2 ct = counter-screen for PPARgamma SRC-2 recruitment agonists: TR-FRET artefact; active compounds read high; TR-FRET ratio at 8 µM; 0.4% of 200,000 active; AID 1049; in the data active = TR-FRET ratio above about 2000; note: inactives centre near 1500
PPARg SRC-1 ag = agonists of human PPARgamma SRC-1 coactivator recruitment; PPARgamma-SRC-1 coactivator recruitment biochemical assay; activation, % at 8 µM; 0.41% of 200,000 active; AID 631; in the data active = activation above about 19%;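 note: 0% = DMSO and 100% = reference agonist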
Target sequence (P37231 whole entry, looked up): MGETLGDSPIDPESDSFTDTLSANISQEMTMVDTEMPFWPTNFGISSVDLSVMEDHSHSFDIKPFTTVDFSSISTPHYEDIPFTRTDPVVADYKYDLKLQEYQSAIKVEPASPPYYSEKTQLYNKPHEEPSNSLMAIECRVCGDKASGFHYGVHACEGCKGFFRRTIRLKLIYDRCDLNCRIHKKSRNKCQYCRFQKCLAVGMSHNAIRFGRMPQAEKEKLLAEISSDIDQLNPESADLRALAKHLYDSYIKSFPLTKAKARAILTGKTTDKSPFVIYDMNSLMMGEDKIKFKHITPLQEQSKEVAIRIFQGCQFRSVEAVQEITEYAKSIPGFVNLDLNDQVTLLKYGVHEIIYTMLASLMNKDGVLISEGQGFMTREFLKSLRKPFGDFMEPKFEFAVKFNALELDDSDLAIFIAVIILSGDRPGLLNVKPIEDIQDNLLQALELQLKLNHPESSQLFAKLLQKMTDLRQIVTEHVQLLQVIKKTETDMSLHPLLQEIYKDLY
S1P3 antag = S1P3 (human) receptor antagonism | CHO S1P3 NFAT-BLA reporter, FRET fluorescence, antagonist mode | inhibition, % at 4.98 µM | 0.27% of 170,000 active;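 active = inhibition above the plate cutoff, the mean inhibition of test wells on that plate plus 3 SD, cut at about 28% in these data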;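 note: cells challenged with S1P at its EC80 of 0.8 µM; blue over green emission ratio from cleaved BLA substrate after 4 h stimulation; 0% = S1P-stimulated wells and 100% = unstimulated DMSO-only wells; some compounds past the cut are filed as inactive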
Target sequence (Q99500 whole entry, looked up): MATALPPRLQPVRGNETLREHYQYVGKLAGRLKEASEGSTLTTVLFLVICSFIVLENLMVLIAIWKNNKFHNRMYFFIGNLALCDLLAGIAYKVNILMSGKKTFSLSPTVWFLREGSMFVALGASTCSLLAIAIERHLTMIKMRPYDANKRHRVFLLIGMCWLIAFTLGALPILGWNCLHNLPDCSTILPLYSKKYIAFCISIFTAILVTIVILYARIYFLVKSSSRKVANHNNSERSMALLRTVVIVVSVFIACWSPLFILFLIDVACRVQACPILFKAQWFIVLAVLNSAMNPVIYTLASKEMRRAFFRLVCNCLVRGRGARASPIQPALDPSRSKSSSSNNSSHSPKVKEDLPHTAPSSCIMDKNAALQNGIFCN
PPARg SRC-2 ag = promotes SRC-2 coactivator recruitment by human PPARgamma | P37231 | PPARgamma LBD-SRC-2 recruitment, biochemical | activation, % at 8 µM | 0.34% of 200,000 active; in the data active = activation above about 22%;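 note: 0% = vehicle and 100% = reference agonist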
Diaphorase act = diaphorase activation or chemical reduction counter-screen; 0.005% of 190,000 active; Diaphorase/resazurin coupled assay, resorufin fluorescence, 16 min; active compounds read high; 1 = vehicle wells, 0 = NADH-free wells; activation factor at 20 µM;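 active = diaphorase activity raised at least twofold by the compound at 20 µM; inactive = activation factor below 2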
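Material: Purified diaphorase enzyme from Clostridium kluyveri | Buffer or medium: 50 mM HEPES pH 7.4 with 4.542 mM MgCl2, 0.005% Tween 20 | Times: 16 min enzyme reaction, ambient temperature | Signal: Red resorufin fluorescence at 544/590 nm excitation/emission | Measure: Increased resorufin signal from activators or reducing compounds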
PMI act = increases human mannose-6-phosphate isomerase activity | P34949 | purified human PMI, coupled resazurin fluorescence, 20 min; active compounds read high; 1 = vehicle control, 0 substrate-free wells | activation factor at 20 µM | 0.005% of 190,000 active;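 active = activation factor of 2 or more at 20 µM, relative to plate controls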
PPARg SRC-3 ag = promotes SRC-3 coactivator recruitment by human PPARgamma; P37231; biochemical PPARgamma/SRC-3 coactivator recruitment assay; activation, % at 8 µM; 0.26% of 200,000 active; AID 731; in the data active = activation above about 23%;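 note: 0% = DMSO and 100% = reference agonist; some compounds past the cut are filed as inactive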
G6PDH counter = inhibits Leuconostoc G6PDH, flagging false hits in G6PDH-based assays; 0.12% of 200,000 active; AID 1020; Purified L. mesenteroides G6PDH, diaphorase/resazurin coupled fluorescence, 45 min; inhibition, % at 5 µM; in the data active = inhibition above about 50%
PMI act hi M6P = increases human PMI activity with near-saturating mannose 6-phosphate | P34949 | coupled PMI enzyme assay, resazurin fluorescence, 20 min; active compounds read high; 1 = untreated enzyme, 0 = substrate-free blank | activation factor at 20 µM | 0.34% of 190,000 active | AID 1216;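 active = activation factor of 2 or more at 20 µM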
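test system = human PMI in coupled enzyme assay | medium = HEPES-buffered pH 7.4 with magnesium and detergent | also added = 1.0 mM mannose-6-phosphate substrate with 0.22 mM NADP+ | compound = 20 µM single dose | times = 20 min incubation at room temperature | measured by = resorufin fluorescence (Ex 544/Em 590 nm) from resazurin via diaphorase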
Diaphorase inh = diaphorase inhibition or chemical oxidation counter-screen; diaphorase resazurin-to-resorufin fluorescence, NADH, 16 min; bacterial (C. kluyveri) enzyme, not human; inhibition, % at 20 µM; 0.69% of 190,000 active;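 active = primary screen inhibition at 20 µM above a set limit, cut at about 50% in these data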;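 note: plate controls were DMSO with full reaction for no effect and wells lacking NADH for full effect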
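Test system: bacterial diaphorase enzyme (C. kluyveri); Quantity: 0.14 U/mL diaphorase, enzyme working solution; Times: reaction incubation of 16 min at room temperature; Measured by: fluorescence of resorufin formed from resazurin, Ex 544/Em 590 nm; Benchmarks: positive control minus NADH, DMSO neutral control.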
* marks the source's active call; other numbers are inactive results.

O=C(O)C1C2C=CC(C2)C1C(=O)N1CCN(CCO)CC1 (stereo not given) was read as ROMK mod 0.39, TR-FRET SRC-2 ct 1495, PPARg SRC-1 ag 1, S1P3 antag -3, PPARg SRC-2 ag 3, Diaphorase act 0.9, PMI act 1, PPARg SRC-3 ag 4, G6PDH counter 7, PMI act hi M6P 0.9 and Diaphorase inh 7.
For Cc1cccc(N2CCN(C(=O)c3cccc(N4C(=O)C5CC=CC(C)C5C4=O)c3)CC2)c1C (stereo not given) the results were ROMK mod -1.7, TR-FRET SRC-2 ct 1677, PPARg SRC-1 ag 2, PPARg SRC-2 ag -6, Diaphorase act 0.8, PMI act 0.9, PPARg SRC-3 ag -3, G6PDH counter 14, PMI act hi M6P 1 and Diaphorase inh 20.
`CC1CCN(c2oc(-c3cccc4ccccc34)nc2C#N)CC1` gave TR-FRET SRC-2 ct 1467, PPARg SRC-1 ag 1, S1P3 antag 7, PPARg SRC-2 ag 4, Diaphorase act 0.8, PMI act 0.9, PPARg SRC-3 ag -12, G6PDH counter 0, PMI act hi M6P 0.9 and Diaphorase inh 21.
CN(C)c1ccc(-c2nnn(Cc3ccccc3Br)n2)cc1 was read as TR-FRET SRC-2 ct 1596, PPARg SRC-1 ag 3, S1P3 antag -5, PPARg SRC-2 ag 8, Diaphorase act 0.9, PMI act 0.9, PPARg SRC-3 ag -5, G6PDH counter 2, PMI act hi M6P 1.1 and Diaphorase inh 7.
O=C(Nn1c(O)c(C=C2N=c3ccccc3=N2)sc1=S)c1ccccc1 was read as TR-FRET SRC-2 ct 1458, PPARg SRC-1 ag 12, PPARg SRC-2 ag 5, Diaphorase act 0.9, PMI act 1, PPARg SRC-3 ag 11, G6PDH counter 1, PMI act hi M6P 1 and Diaphorase inh 8.
Screening Cc1nn(C)cc1/C=C/C(=O)c1ccccc1 returned ROMK mod -0.68, TR-FRET SRC-2 ct 1556, PPARg SRC-1 ag -2, PPARg SRC-2 ag -4, Diaphorase act 0.8, PMI act 0.9, PPARg SRC-3 ag 7, G6PDH counter -5, PMI act hi M6P 1 and Diaphorase inh 16.
`Cc1nc2c([nH]c3ccc(Br)cc32)s1` gave ROMK mod 0.59, TR-FRET SRC-2 ct 1467, PPARg SRC-1 ag -2, S1P3 antag 22, PPARg SRC-2 ag 7, Diaphorase act 0.8, PMI act 0.8, PPARg SRC-3 ag 15, G6PDH counter 11, PMI act hi M6P 0.8 and Diaphorase inh 19.
COC(=O)COc1cccc(NC(=O)COc2ccccc2)c1 was read as TR-FRET SRC-2 ct 1399, PPARg SRC-1 ag 5, S1P3 antag 6, PPARg SRC-2 ag 4, Diaphorase act 0.9, PMI act 1, PPARg SRC-3 ag 6, G6PDH counter -18, PMI act hi M6P 1 and Diaphorase inh 10.
For S=c1[nH]nc(-c2ccco2)n1/N=C/c1ccccn1 the results were TR-FRET SRC-2 ct 1697, PPARg SRC-1 ag 4, S1P3 antag -18, PPARg SRC-2 ag 0, Diaphorase act 0.7, PMI act 0.8, PPARg SRC-3 ag -1, G6PDH counter -1, PMI act hi M6P 0.9 and Diaphorase inh 29.
For CC1CCCC(C)N1C(=O)c1ccccc1Nc1ccc(SC(F)F)cc1 (stereo not given) the results were TR-FRET SRC-2 ct 1403, PPARg SRC-1 ag 6, PPARg SRC-2 ag 3, Diaphorase act 0.8, PMI act 1, PPARg SRC-3 ag -1, G6PDH counter 18, PMI act hi M6P 0.9 and Diaphorase inh 21.
For COc1cc(S(=O)(=O)N2CCN=C2c2ccccc2)ccc1F the results were TR-FRET SRC-2 ct 1511, PPARg SRC-1 ag -1, S1P3 antag -4, PPARg SRC-2 ag -4, Diaphorase act 1, PMI act 1, PPARg SRC-3 ag -1, G6PDH counter 3, PMI act hi M6P 1 and Diaphorase inh 0.
Screening COC(=O)CSc1nc(N2CCOCC2)c2c(c1C#N)CC(C)(C)N(C)C2 returned TR-FRET SRC-2 ct 1645, PPARg SRC-1 ag -6, S1P3 antag -21, PPARg SRC-2 ag 6, Diaphorase act 0.8, PMI act 1, PPARg SRC-3 ag 1, G6PDH counter 18, PMI act hi M6P 1.1 and Diaphorase inh 22.
Screening Nc1nc(-c2ccc(Cl)cc2)c(N=Nc2ccc(S(=O)(=O)N3CCOCC3)cc2)s1 returned TR-FRET SRC-2 ct 1518, PPARg SRC-1 ag -11, S1P3 antag -21, PPARg SRC-2 ag 3, Diaphorase act 0.9, PMI act 1, PPARg SRC-3 ag 7, G6PDH counter 0, PMI act hi M6P 1 and Diaphorase inh 9.
Cc1nc(C)c(C(=O)NNS(=O)(=O)c2ccc3ccccc3c2)s1 was read as ROMK mod -1.3, TR-FRET SRC-2 ct 1640, PPARg SRC-1 ag 1, S1P3 antag 2, PPARg SRC-2 ag 0, Diaphorase act 1, PMI act 1, PPARg SRC-3 ag 4, G6PDH counter -3, PMI act hi M6P 1 and Diaphorase inh 5.
O=C(CS(=O)(=O)c1ccccc1)Nc1ccc(S(=O)(=O)Nc2ncccn2)cc1 was read as ROMK mod 0.88, TR-FRET SRC-2 ct 1564, PPARg SRC-1 ag -4, S1P3 antag -3, PPARg SRC-2 ag 7, Diaphorase act 1, PMI act 1.1, PPARg SRC-3 ag 1, G6PDH counter 2, PMI act hi M6P 1 and Diaphorase inh 3.
`CCC(C)N=CC1=C(O)CC(c2ccccc2)CC1=O` (stereo not given) gave ROMK mod 0.059, TR-FRET SRC-2 ct 1294, PPARg SRC-1 ag 2, PPARg SRC-2 ag 4, Diaphorase act 1, PMI act 0.9, PPARg SRC-3 ag 5, G6PDH counter 14, PMI act hi M6P 0.9 and Diaphorase inh 3.
Screening O=C(/C=C/c1ccc([N+](=O)[O-])cc1)N1CCN(c2ccccc2F)CC1 returned ROMK mod 0.36, TR-FRET SRC-2 ct 1574, PPARg SRC-1 ag 3, S1P3 antag -11, PPARg SRC-2 ag 2, Diaphorase act 1, PMI act 1, PPARg SRC-3 ag 5, G6PDH counter 9, PMI act hi M6P 0.6 and Diaphorase inh 1.
COc1cc(C)c(NC(c2ccccc2)c2ccccc2)cc1OC was read as ROMK mod 0.15, TR-FRET SRC-2 ct 1553, PPARg SRC-1 ag 5, S1P3 antag -6, PPARg SRC-2 ag 6, Diaphorase act 1, PMI act 0.8, PPARg SRC-3 ag 0, G6PDH counter 4, PMI act hi M6P 0.8 and Diaphorase inh 0.
COc1ccc(N=C2SC(C(=O)N3CCN(c4ccc([N+](=O)[O-])cc4)CC3)CC(=O)N2C)cc1 (stereo not given) was read as ROMK mod 0.35, TR-FRET SRC-2 ct 1534, PPARg SRC-1 ag 2, S1P3 antag 4, PPARg SRC-2 ag -13, Diaphorase act 0.8, PMI act 0.8, PPARg SRC-3 ag 0, G6PDH counter 9, PMI act hi M6P 0.8 and Diaphorase inh 24.
Screening O=C(Cn1c(=O)n(Cc2ccco2)c(=O)c2c3c(sc21)CCCC3)Nc1ccccc1 returned ROMK mod -0.042, TR-FRET SRC-2 ct 1396, PPARg SRC-1 ag -1, S1P3 antag 6, PPARg SRC-2 ag -1, Diaphorase act 0.8, PMI act 0.9, PPARg SRC-3 ag -14, G6PDH counter -20, PMI act hi M6P 0.9 and Diaphorase inh 23.
CC(NC(=O)Cc1cccs1)c1ccncc1 (stereo not given) was read as TR-FRET SRC-2 ct 1290, PPARg SRC-1 ag -6, S1P3 antag -5, PPARg SRC-2 ag -14, Diaphorase act 1, PMI act 1, PPARg SRC-3 ag 2, G6PDH counter 6, PMI act hi M6P 1.1 and Diaphorase inh 1.
Screening COCCCNC(=S)NCCc1ccc(F)cc1 returned ROMK mod 0.19, TR-FRET SRC-2 ct 1727, PPARg SRC-1 ag 5, S1P3 antag 6, PPARg SRC-2 ag -3, Diaphorase act 0.9, PMI act 1, PPARg SRC-3 ag 7, G6PDH counter 2, PMI act hi M6P 1 and Diaphorase inh 11.
For CCn1cc(Br)c(C(=O)Nc2ccccc2C(=O)OC)n1 the results were ROMK mod 0.87, TR-FRET SRC-2 ct 1603, PPARg SRC-1 ag -8, S1P3 antag -9, PPARg SRC-2 ag 6, Diaphorase act 0.9, PMI act 1, PPARg SRC-3 ag 0, G6PDH counter 1, PMI act hi M6P 0.9 and Diaphorase inh 12.
`COC(=O)c1ccccc1NC(=O)C1CC(=O)N(c2ccc(C)cc2)C1` (stereo not given) gave ROMK mod 1.6, TR-FRET SRC-2 ct 1285, PPARg SRC-1 ag 2, PPARg SRC-2 ag -6, Diaphorase act 1, PMI act 1, PPARg SRC-3 ag -1, G6PDH counter 5, PMI act hi M6P 1 and Diaphorase inh 4.
Screening COc1ccc(CN(C(C)=O)c2cccc(C)c2C)cc1 returned TR-FRET SRC-2 ct 1536, PPARg SRC-1 ag 4, S1P3 antag -6, PPARg SRC-2 ag 13, Diaphorase act 1.1, PMI act 1, PPARg SRC-3 ag 1, G6PDH counter 11, PMI act hi M6P 1 and Diaphorase inh -7.
For N#C/C(=C\c1ccc(N2CCOCC2)cc1)c1ccccc1 the results were TR-FRET SRC-2 ct 1553, PPARg SRC-1 ag 1, S1P3 antag 9, PPARg SRC-2 ag 9, Diaphorase act 0.8, PMI act 1, PPARg SRC-3 ag 4, G6PDH counter -5, PMI act hi M6P 1 and Diaphorase inh 17.
Screening CCOC(=O)c1sc2nccc(N(C)C)c2c1N=CNOC returned ROMK mod -1.2, TR-FRET SRC-2 ct 1567, PPARg SRC-1 ag 2, PPARg SRC-2 ag 4, Diaphorase act 0.9, PMI act 1.1, PPARg SRC-3 ag -1, G6PDH counter 7, PMI act hi M6P 1.1 and Diaphorase inh 6.

Two entries drawn at random from the list so far, as already listed:
For CCn1cc(Br)c(C(=O)Nc2ccccc2C(=O)OC)n1 the results were ROMK mod 0.87, TR-FRET SRC-2 ct 1603, PPARg SRC-1 ag -8, S1P3 antag -9, PPARg SRC-2 ag 6, Diaphorase act 0.9, PMI act 1, PPARg SRC-3 ag 0, G6PDH counter 1, PMI act hi M6P 0.9 and Diaphorase inh 12.
Screening COc1ccc(CN(C(C)=O)c2cccc(C)c2C)cc1 returned TR-FRET SRC-2 ct 1536, PPARg SRC-1 ag 4, S1P3 antag -6, PPARg SRC-2 ag 13, Diaphorase act 1.1, PMI act 1, PPARg SRC-3 ag 1, G6PDH counter 11, PMI act hi M6P 1 and Diaphorase inh -7.

Assay outcomes: PubChem, several laboratories
